Compound activity as filed in PubChem.
CHRM5 antagonist – CHRM5 antagonism in calcium assay; CHO-hM5 cells, Fluo-8 calcium fluorescence, ACh EC80; inhibition, % at 3 µM; hit rate 0.59% among 360,000; AID 624040;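 active = inhibition above a per-plate cutoff, the mean of that plate's test compounds plus 3 SD, cut at about 27% in these data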;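 also: 0% = acetylcholine EC80 with DMSO and 100% = DMSO without agonist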
CHRM5 PAM – CHRM5 positive allosteric modulation; CHO-K1 hM5, Fluo-8 calcium, ACh EC20 PAM; 0% = ACh EC20, 100% = ACh EC100; activation, % at 3 µM; hit rate 0.3% among 360,000; AID 624038;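 active = activation above the run cutoff, the mean activation of all test compounds plus 3 SD, cut at about 18% in these data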
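System: CHO-K1 hM5 cells. Reagent: acetylcholine, EC20 level. Compound dosing: single dose, 3 µM nominal final test concentration. Timing: Post-acetylcholine fluorescence recording 140 s. Detection: Fluo-8 calcium fluorescence. Read-out: % activation, ACh-normalized. Benchmarks: ACh EC20 and EC100 wells. Repeats: singlicate, one well per test compound.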
CHRM4 antagonist – antagonists of human muscarinic M4 receptor (CHRM4). P08173. hit rate 0.73% among 360,000. inhibition, % at 3 µM. AID 624125. CHO-hM4 cells, ACh EC80, Fluo-8 calcium fluorescence;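 active = inhibition above its plate's cutoff, the mean inhibition of sample wells plus 3 SD, cut at about 27% in these data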;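 also: 0% = acetylcholine EC80 with DMSO and 100% = DMSO without agonist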
CRFBP-R2 block – blocks CRF-induced signaling of the CRF-BP/CRF-R2 complex. HEK293 CRF-R2/CRF-BP, CRF-induced calcium fluorescence. AID 588475. hit rate 0.59% among 350,000. inhibition, % at 11.8 µM;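 active = inhibition of the ligand-induced calcium signal above about 50% at the single tested concentration, limit read from the data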
CHRM4 agonist – agonists of human muscarinic M4 receptor (CHRM4). P08173. CHO-K1 hM4/Gqi5, Fluo-8 calcium fluorescence; vehicle 0%, full acetylcholine response 100%. activation, % at 3 µM. hit rate 0.14% among 360,000. AID 624127;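 active = activation above the run mean over all test wells plus 3 SD, cut at about 32% in these data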;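 also: peak over basal fluorescence ratio per well then scaled between controls; 0% = DMSO wells and 100% = acetylcholine at EC100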
CRFBP-R2 agonist – CRF-BP/CRF-R2 complex agonism; HEK293 CRF-R2/CRF-BP, calcium dye fluorescence (FLIPR); percent of saturating CRF peptide response; activation, % at 13.2 µM; hit rate 0.46% among 350,000;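 active = activation of at least 50%, plus an integration ratio under a set limit after plate pattern correction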;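 also: plate controls were neutral control wells without compound for no effect and CRF at EC100 for full effect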
IDE cell inh – cellular human IDE inhibition | AID 434962 | hit rate 0.41% among 320,000 | HEK cells, FAbetaB cleavage, fluorescence polarization | P14735 | inhibition, % at 5.59 µM;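 active = percent inhibition above the average of all tested compounds plus 3 SD, set per screening campaign, cut at about 16% in these data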;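 also: IDE supplied by intact live HEK cells; FP after avidin binding of uncleaved biotin substrate so inhibition keeps polarization high; 0% = DMSO wells and 100% = 60 µM reference IDE inhibitor Ii1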
Target sequence (P14735 whole entry, looked up): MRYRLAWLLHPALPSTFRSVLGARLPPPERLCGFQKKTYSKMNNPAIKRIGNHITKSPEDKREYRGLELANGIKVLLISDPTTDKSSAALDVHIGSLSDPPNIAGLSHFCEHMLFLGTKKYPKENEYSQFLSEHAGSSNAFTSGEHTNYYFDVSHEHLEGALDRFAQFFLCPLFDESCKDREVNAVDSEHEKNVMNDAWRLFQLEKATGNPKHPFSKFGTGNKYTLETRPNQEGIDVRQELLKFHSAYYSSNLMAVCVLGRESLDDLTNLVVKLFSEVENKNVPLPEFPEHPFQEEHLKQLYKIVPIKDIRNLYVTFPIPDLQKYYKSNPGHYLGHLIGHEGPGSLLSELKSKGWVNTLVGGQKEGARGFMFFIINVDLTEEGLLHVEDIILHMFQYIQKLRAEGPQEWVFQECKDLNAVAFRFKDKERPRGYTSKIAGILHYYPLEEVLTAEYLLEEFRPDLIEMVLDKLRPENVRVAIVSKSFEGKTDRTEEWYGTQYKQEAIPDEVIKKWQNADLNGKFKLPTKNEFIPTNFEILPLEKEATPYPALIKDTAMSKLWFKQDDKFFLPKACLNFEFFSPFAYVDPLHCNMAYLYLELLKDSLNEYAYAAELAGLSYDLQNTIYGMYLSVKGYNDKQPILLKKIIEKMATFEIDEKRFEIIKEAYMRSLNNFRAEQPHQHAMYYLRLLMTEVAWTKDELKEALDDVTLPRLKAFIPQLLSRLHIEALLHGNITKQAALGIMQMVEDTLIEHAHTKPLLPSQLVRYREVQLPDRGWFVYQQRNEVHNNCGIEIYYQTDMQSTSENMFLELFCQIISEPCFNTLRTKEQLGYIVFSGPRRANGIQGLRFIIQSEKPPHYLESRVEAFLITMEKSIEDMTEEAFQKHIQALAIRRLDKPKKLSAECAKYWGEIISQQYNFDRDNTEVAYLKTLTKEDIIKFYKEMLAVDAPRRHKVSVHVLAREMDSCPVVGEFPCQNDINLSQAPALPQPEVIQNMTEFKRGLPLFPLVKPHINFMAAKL
CHRM5 agonist – CHRM5 agonism in calcium assay; P08912; AID 624037; activation, % at 3 µM; hit rate 0.19% among 360,000; CHO-K1 hM5 cells, Fluo-8 calcium fluorescence; 0% DMSO wells, 100% maximal acetylcholine response;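 active = activation above the run's mean over test compounds plus 3 SD, cut at about 23% in these data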;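 also: signal is peak over basal fluorescence ratio across the kinetic read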
M4 PAM – potentiates acetylcholine response at human M4 receptor. P08173. CHO-K1 hM4/Gqi5, Fluo-8 calcium fluorescence, ACh EC20; 0% = ACh EC20, 100% = maximal ACh. activation, % at 3 µM. hit rate 0.4% among 360,000. AID 624126;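 active = activation above its plate's cutoff, the mean activation of sample wells plus 3 SD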; also: some results filed as inactive read as strong as hits
* = called active by the depositor; nt = not tested or not shown. Random draw from the library; 2.9% or so of the library scored in one or more.

Values in the order: CHRM5 antagonist | CHRM5 PAM | CHRM4 antagonist | CRFBP-R2 block | CHRM4 agonist | CRFBP-R2 agonist | IDE cell inh | CHRM5 agonist | M4 PAM
1. COc1ccc(NC(=O)CN2c3cccc4cccc(c34)S2(=O)=O)cc1OC
  8.5 | -9.8 | -6.7 | 0.2 | 9.8 | 0.1 | nt | 8.0 | 6.5
2. CN(CC(=O)NCc1cccnc1)S(=O)(=O)c1cc(Cl)ccc1Cl
  9.2 | 5.1 | -11.7 | 8.4 | 2.2 | -0.1 | 7.8 | -4.7 | 4.4
3. C=CCN(C(=O)c1csnn1)C(C(=O)NCc1ccc(F)cc1)c1cccs1 (configuration not stated)
  9.0 | 2.8 | -12.5 | 4.9 | 4.6 | -1.9 | -1.9 | -0.1 | 4.8
4. Cc1cc(C(=O)NNC(=O)Nc2cccc(C(F)(F)F)c2)no1
  4.3 | 3.1 | -2.3 | 7.4 | 0.7 | 0.1 | -0.4 | -0.2 | 5.5
5. COc1ccc(C(=O)N/N=C(\c2ccccc2)c2ccccn2)cc1
  8.7 | -3.0 | -5.3 | 40.4 | 1.9 | -3.7 | 1.2 | -2.2 | 4.2
6. Cc1cc2ccc(C)c(C)c2nc1SCC#N
  1.6 | -3.5 | 4.0 | -31.7 | -1.7 | 11.5 | -5.0 | -16.5 | 5.4
7. CC1=C(C(=O)N(C(C)C)C(C)C)CC(CC(=O)NC2CCCCC2)C(=O)N1CCCN1CCCC1=O (configuration not stated)
  1.5 | -1.9 | 2.1 | nt | 1.0 | nt | nt | 2.3 | -1.7
8. O=C(c1cccnc1Cl)N(Cc1ccccc1)Cc1ccccc1
  1.8 | -0.6 | -2.1 | -0.6 | 3.4 | -1.9 | 13.6 | 1.8 | -5.3
9. O=C(N/N=C\c1cc(Cl)ccc1O)c1ccc(S(=O)(=O)N2CCCCC2)cc1
  -0.8 | -2.8 | 2.1 | -1.8 | 3.5 | 13.2 | 5.9 | 1.1 | -6.0
10. O=C(c1cccnc1)N1CCN(Cc2ccccc2Br)CC1
  -3.6 | 5.6 | 10.0 | 45.2 | 1.1 | -3.5 | -1.3 | 0.9 | 11.9
11. Cc1onc(-c2ccccc2Cl)c1C(=O)NCCCN1CCOCC1
  1.4 | 0.2 | -0.5 | -11.3 | 0.2 | 0.1 | -1.8 | -1.1 | -0.6
12. Cc1ccc(S(=O)(=O)c2c(N)n(/N=C/c3ccco3)c3nc4ccccc4nc23)cc1
  20.3 | 0.2 | 3.4 | -4.7 | 0.3 | 2.6 | 4.8 | -2.2 | 1.2
13. Nc1nc(=S)c2ncn([C@@H]3O[C@H](CO)[C@@H](O)[C@H]3O)c2[nH]1
  -5.4 | -0.5 | -13.7 | -13.4 | 1.7 | -0.5 | -3.4 | 0.6 | 0.5
14. COc1c(C)cc(S(=O)(=O)NCCN2CCOCC2)c(C)c1C
  -3.1 | 4.5 | 0.7 | 4.2 | 0.2 | 0.2 | 2.8 | -0.1 | -2.0
15. Cc1ccccc1C(=O)Nc1ccc(S(=O)(=O)N2CCN(C)CC2)cc1
  -1.1 | -3.6 | -2.2 | 1.2 | 1.8 | -0.3 | 4.0 | -2.6 | 5.1
16. CCOc1ccccc1NS(=O)(=O)c1ccc2c(c1)N(C)CCO2
  11.8 | -4.6 | 3.5 | -28.3 | 8.2 | -2.5 | -4.0 | 1.1 | 0.7
17. Cc1cccc(N2CCN(C(=O)c3ccccn3)CC2C)c1 (configuration not stated)
  13.2 | 2.7 | 4.6 | -12.1 | 0.3 | 0.0 | 2.4 | -0.8 | -4.8
18. COCCNC(=O)C1(C)CCCN(Cc2csc(-c3ccc(Cl)cc3)n2)C1 (configuration not stated)
  -0.3 | 0.5 | -5.4 | nt | 3.7 | nt | nt | -2.0 | 1.4
19. OCCOc1ccc(CN2CCN(CCCc3ccccc3)C(CCO)C2)cc1 (configuration not stated)
  12.6 | -3.0 | 11.7 | 23.5 | 0.0 | 3.0 | nt | -10.0 | -11.0
20. O=S(=O)(NCC1CCN(Cc2ccccc2)CC1)c1ccccc1C(F)(F)F
  -6.0 | 1.6 | 5.3 | 3.1 | 3.4 | -1.4 | 4.8 | -7.5 | -6.9
21. COc1ccccc1C(=O)Nc1cccc(NC(=O)c2ccccc2C)c1
  -8.6 | -8.8 | -6.0 | 16.0 | 9.3 | 0.3 | nt | -1.2 | -7.3
22. COCc1ccc([C@@H]2C[C@H]3CN(Cc4ccccc4C)C(=O)[C@]34CCCN24)o1
  13.1 | -2.6 | 3.0 | 9.4 | 2.0 | -0.1 | -5.7 | -8.1 | 0.9
23. Cn1c(SCc2ccccc2)nnc1-c1ccc(O)cc1
  -11.7 | 2.6 | -7.6 | 5.8 | 1.4 | -2.8 | 7.5 | -2.7 | 2.2
24. Cn1c(N)c(Sc2ccccc2[N+](=O)[O-])c(=O)n(C)c1=O
  6.6 | -0.9 | 1.9 | 3.6 | 2.7 | -1.0 | -1.2 | -1.1 | -2.0
25. CCc1ccc(S(=O)(=O)NCc2csc(C)n2)cc1
  8.8 | -4.7 | 7.0 | 6.2 | 0.7 | -2.1 | nt | -0.4 | -4.6
26. COc1ccc(-c2oc3c(c2-c2cnc(OC)nc2)C(O)CC3)cc1 (configuration not stated)
  11.1 | -5.8 | 5.7 | nt | -0.3 | nt | nt | 0.8 | 7.1
27. C=CCC1(C#N)C(=S)NC(C)=C(C(=O)OCC)C1c1ccccc1 (configuration not stated)
  4.9 | -1.5 | 0.8 | 6.1 | 3.8 | -0.1 | -3.4 | 0.8 | -1.0
28. O=C(CCCCCNC(=O)N1CCn2c1nc1ccccc12)N[C@@H](C(=O)O)c1ccccc1
  5.6 | -4.4 | -6.8 | 11.6 | 0.0 | -4.5 | -3.3 | 2.0 | 1.6
29. CCCc1nc(N)nc2c1C(=O)CC(C)(C)C2
  3.5 | 3.6 | 7.4 | -2.3 | 1.0 | 0.4 | -2.3 | -2.0 | 9.4
30. O=C(NCCCn1ccnc1)C(=O)NCc1ccc(Cl)cc1
  -0.2 | -3.9 | -4.2 | -27.0 | 0.1 | -1.4 | 5.7 | -3.1 | -4.2

Looked up by compound from above, four records:
Values in the order: CHRM5 antagonist | CHRM5 PAM | CHRM4 antagonist | CRFBP-R2 block | CHRM4 agonist | CRFBP-R2 agonist | IDE cell inh | CHRM5 agonist | M4 PAM
30. O=C(NCCCn1ccnc1)C(=O)NCc1ccc(Cl)cc1
  -0.2 | -3.9 | -4.2 | -27.0 | 0.1 | -1.4 | 5.7 | -3.1 | -4.2
23. Cn1c(SCc2ccccc2)nnc1-c1ccc(O)cc1
  -11.7 | 2.6 | -7.6 | 5.8 | 1.4 | -2.8 | 7.5 | -2.7 | 2.2
24. Cn1c(N)c(Sc2ccccc2[N+](=O)[O-])c(=O)n(C)c1=O
  6.6 | -0.9 | 1.9 | 3.6 | 2.7 | -1.0 | -1.2 | -1.1 | -2.0
28. O=C(CCCCCNC(=O)N1CCn2c1nc1ccccc12)N[C@@H](C(=O)O)c1ccccc1
  5.6 | -4.4 | -6.8 | 11.6 | 0.0 | -4.5 | -3.3 | 2.0 | 1.6

(listing goes on)
Values in the order: CHRM5 antagonist | CHRM5 PAM | CHRM4 antagonist | CRFBP-R2 block | CHRM4 agonist | CRFBP-R2 agonist | IDE cell inh | CHRM5 agonist | M4 PAM
31. Cc1ccc2nc(NC(=O)CSc3nc4ccccc4o3)sc2c1
  2.2 | -8.7 | -9.1 | -6.5 | 3.5 | 0.1 | -1.4 | 0.3 | 3.6
32. O=C(Cn1cc(SCc2ccc(F)cc2)c2ccccc21)N1CCOCC1
  -6.8 | -5.6 | 2.2 | -0.7 | 3.5 | 0.9 | -7.0 | -0.6 | -12.8
33. Cc1nc(NC2=NCN(CCCN3CCOCC3)CN2)nc2c(C)cccc12
  -8.7 | -6.1 | 4.5 | 16.0 | 0.6 | 2.9 | 3.6 | -3.2 | 0.0
34. Clc1cc2c(nn1)Nc1ccccc1S2
  5.2 | 0.8 | 5.1 | 1.0 | 0.6 | 0.1 | 4.2 | -4.0 | -2.3
35. O=[N+]([O-])c1ccc2[nH]ccc2c1
  7.2 | -6.5 | 6.0 | nt | 6.9 | nt | nt | 3.7 | 2.5
36. COc1cc(NC(=O)Cc2c(C(=O)O)n(C)c3ccccc23)cc(OC)c1OC
  3.8 | -0.3 | -5.8 | 29.2 | 2.0 | 0.6 | -1.7 | -3.3 | 10.4
37. CC(NC(=O)Nc1ncccn1)(C(F)(F)F)C(F)(F)F
  1.5 | 2.6 | 6.1 | -1.3 | 0.1 | 1.9 | -1.9 | -4.5 | 2.2
38. Cc1noc(C)c1C(=O)N1CCC1(C)C(=O)NS(=O)(=O)c1ccccc1Cl (configuration not stated)
  1.9 | 1.0 | 2.0 | nt | -0.7 | nt | nt | -0.1 | 2.8
39. COc1ccc(-c2c(=O)n(OC)c3ccccc3[n+]2[O-])cc1OC
  12.6 | -4.5 | 1.4 | -15.5 | 0.8 | 12.9 | -1.0 | -3.0 | 0.9
40. O=C(/C=C/Sc1ccccc1)c1ccc(Cl)cc1
  -5.8 | 3.3 | 0.8 | -11.2 | -2.0 | -0.2 | 3.2 | -0.7 | 7.6
41. Cc1cccc(N2CC(O)(c3cccs3)[N+]3=C2CCCC3)c1 (configuration not stated)
  4.3 | -5.5 | 15.6 | 94.5* | 0.0 | 1.6 | 2.6 | -16.3 | -9.1
42. CCOCC(=O)Nc1cc([N+](=O)[O-])ccc1OC
  0.5 | 1.1 | -0.3 | 17.0 | 1.0 | 0.0 | -4.2 | -3.5 | 8.8
43. c1ccc2c(c1)oc1c(NCCN3CCOCC3)ncnc12
  -9.6 | -0.7 | 9.0 | -16.2 | 0.8 | 1.3 | 5.6 | 1.4 | -2.2
44. O=C(COc1ccc([N+](=O)[O-])cc1)Nc1cccnc1
  9.2 | 1.8 | 0.4 | 10.3 | 1.1 | -1.3 | 1.6 | 0.1 | 1.8
45. CCOc1ccc(CCNC(=O)C2(c3ccccc3)CC2)cc1OCC
  1.6 | 1.5 | -8.8 | -4.3 | 0.3 | -0.6 | 6.4 | -4.5 | 1.6
46. COc1ccc([C@@H]2CC=C(C(=O)O)[C@H](c3ccc(F)cc3)N2S(=O)(=O)c2ccccc2C)cc1
  0.7 | 9.0 | -0.4 | 0.2 | 2.9 | -0.9 | 3.2 | -0.6 | 3.2
47. O=C(NC(=S)N1CCN(C/C=C/c2ccccc2)CC1)c1c(F)cccc1F
  0.8 | -0.8 | 9.3 | -1.7 | 1.6 | -0.1 | -6.5 | 0.2 | -5.6
48. CN(CC(=O)Nc1cccc(F)c1)CC(=O)N(C)CC(=O)Nc1ccccc1Br
  10.3 | -7.5 | 2.3 | 1.8 | 1.3 | -4.0 | -0.1 | 0.4 | -3.3
49. O=C(NCCN1CCOCC1)C1CCN(c2nc3ccccc3o2)CC1
  5.0 | -1.7 | 5.2 | 12.1 | 0.6 | 0.6 | -0.5 | -4.0 | -11.5
50. CSc1ccc(-c2cccc([N+](=O)[O-])c2)nn1
  -3.0 | 12.8 | -8.4 | -0.4 | 0.7 | -4.3 | -1.9 | 0.0 | 12.6
51. COCCCNC(=O)Cn1c(=O)n(Cc2ccccc2Cl)c(=O)c2cc(OC)c(OC)cc21
  -0.9 | 4.4 | 3.1 | -3.3 | 0.6 | -1.8 | 1.0 | 0.3 | 5.2
